influenza NS1A = H1N1 influenza NS1A inhibitors, functional cell based assay (AID 504329) | NS1A functional cell-based assay, percent inhibition; higher % means a stronger effect | inhibition, % at 12.5 µM; hits with a dose series show IC50 in µM | 340,000 compounds, 0.3% hits; in the data active means a potency from the dose series; inconclusive means inhibition above about 27% without an active follow-up result; further: strong numbers were not always called active
M. tuberculosis = growth inhibition of non-replicating M. tuberculosis (AID 488890) | Mycobacterium tuberculosis non-replicating, growth inhibition; higher % means a stronger effect | one-dose inhibition, % at 25 µM; IC50 in µM for titrated hits | 320,000 compounds, 0.39% hits; in the data active means a potency from the dose series; inconclusive means inhibition mostly from about 82% at the one dose, without a potency; inactive means the rest, 99 in 100 with inhibition below about 76%;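 further: plate controls were DMSO cells for no effect and high antibiotic wells for full effect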
M. tuberculosis HTS = M. tuberculosis growth inhibition, HTS (AID 449762); inhibition, % at 25 µM, or IC50 in µM where a hit was titrated; 330,000 compounds, 0.59% hits; M. tuberculosis H37Rv growth inhibition, 7H9 media; higher % means a stronger effect; in the data active means a potency from the dose series; inconclusive means inhibition above about 70% without an active follow-up result;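 further: bacterial growth assessed after seven days of incubation; strong numbers were not always called active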
VEEV TC-83 Vero = inhibitors of VEEV TC-83 cytopathic effect, confirmation, Vero cells (AID 588727); Vero cells, VEEV TC-83 cytopathic effect inhibition; higher % means a stronger effect; inhibition, % at 20 µM, or IC50 in µM where a hit was titrated; 350,000 compounds, 0.13% hits; in the data active means a potency from the dose series; inconclusive means inhibition mostly from about 14% at the one dose, without a potency; inactive means the rest, 99 in 100 with inhibition below about 12%; further: strong numbers were not always called active
PhoP GFP inhibition = PhoP regulon inhibitors, Salmonella typhi PhoP promoter GFP reporter, confirmatory (AID 1850); Salmonella Typhi PhoP-promoter GFP reporter, fluorescence, 4 h; higher % means a stronger effect; inhibition, % at 50 µM; hits with a dose series show IC50 in µM; 310,000 compounds, 0.33% hits; in the data active means a potency from the dose series; inconclusive means inhibition mostly from about 25% at the one dose, without a potency; inactive means the rest, 99 in 100 with inhibition below about 19%;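 further: 0% = induced wells with vehicle and 100% = uninduced wells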
VEEV TC-83 Vero 10K pilot screen = second read-out of VEEV TC-83 Vero, no call of its own (marks repeat the call); inhibition, %; measured here: 10K pilot screen inhibition
* hit, by the source's call; i = inactive; u = inconclusive; x = no result given.

SMILES	influenza NS1A	M. tuberculosis	M. tuberculosis HTS	VEEV TC-83 Vero	PhoP GFP inhibition	others
O=C(NCCN1C(=O)C2C3C=CC(C3)C2C1=O)N1CCOCC1 (stereo not given)	-3%	2%	5%	0.5%	-17%
O=C(COc1ccc(-c2ccccc2)cc1)N1CCCC1	-11%	11%	-9%	0.3%	-10%
C=CCC[C@@H](Cc1ccc(F)cc1)C(=O)OCCNC(=O)[C@@H](CC=C)CC(=O)N(CCO)Cc1ccccc1	8%	23%	-1%	0.7%	x
CCCc1nc2ccccc2c(=O)n1-c1ccccc1OC	-10%	-10%	-7%	i	8%
COc1ccc(CC(=O)NCC(=O)N/N=C/c2ccc(C)o2)cc1	-9%	2%	5%	1.4%	-9%
Nc1nc2c(s1)C(=O)CCC2	0%	-1%	-6%	0.7%	-1%
CC1CCN(c2c(NCc3ccc(C(=O)N(C)C4CCCCC4)cc3)c(=O)c2=O)CC1	-14%	9%	-7%	0.6%	-7%
Cc1ccccc1Nc1nc(-c2sc(NC(=O)c3ccc([N+](=O)[O-])cc3)nc2C)cs1	x	41%	70%	x	-1%
CC(=O)C(Sc1ccc2nnc(-c3ccc(C)cc3)n2n1)C(C)=O	-1%	x	-9%	9.1%	x
O=C(/C=C/c1ccc2ccccc2n1)N1CCN(S(=O)(=O)c2ccccc2F)CC1	-1%	42%	-5%	10%	4%
CCCN(CC(=O)Nc1ccccc1OC)C(=O)CSC(=S)N1CCCC1	-10%	19%	8%	0.5%	x
CCn1c(COc2cccc(OC)c2)nnc1SCC(=O)Nc1cccc(OC)c1	-6%	38%	-9%	2.7%	-5%
CC(C)N1C(=O)C2C(C(=O)NC3CCCCC3)C3C=CC2(O3)C1C(=O)NC1CCCC1 (stereo not given)	11%	-4%	4%	1.2%	0%
Cc1cccc(/C=N/NC(=O)c2ccc(NC(=O)c3ccccc3C)cc2)n1	-7%	10%	8%	5.9%	4%
CCOC(=O)c1c(C)[nH]c(C)c1S(=O)(=O)N1CCC(c2ccccc2)C1 (stereo not given)	1%	5%	-7%	1.7%	-12%
CCCCN1CCN=C1N(C)C	-1%	-3%	-3%	i	-5%	VEEV TC-83 Vero 10K pilot screen=0.4
Cc1sc2ncn(CC(=O)NCCCN3CC(C)CC(C)C3)c(=O)c2c1S(=O)(=O)N1CC(C)CC(C)C1 (stereo not given)	5%	9%	3%	i	2%
Cc1ccc(Cn2cccc2/C=C2/C(=N)N3C=CSC3=NC2=O)cc1	0%	-6%	-4%	3.6%	0%
O=C(O)c1c(N2CCCCC2)ccc([N+](=O)[O-])c1N1CCCCC1	7%	4%	-5%	1.6%	0%
N#Cc1cnc(SCC(=O)N2CCCC2)nc1N	1%	-20%	-13%	0.9%	-6%
COCCn1c(SCC(=O)N2CCOCC2)nnc1-c1ccncc1	4%	-8%	-4%	0.3%	0%
COc1cccc(OCC(=O)NCC2CCCO2)c1 (stereo not given)	-2%	14%	3%	i	x
Cc1ccsc1/C=N/N1CCOCC1	5%	4%	12%	0.1%	5%
CCSc1nc(-c2ccc(OC)cc2)n(-c2nc3ccccc3s2)n1	-2%	13%	5%	1.6%	-13%
CSc1ccc(-c2nc(CSCC(=O)N3CCOCC3)c(C)o2)cc1	12%	9%	-10%	i	7%
CCOC(=O)Nc1ccc(S(=O)(=O)N2CCC(C)CC2)cc1	0%	11%	-5%	1.3%	-9%
O=Cc1ccc2noc(-c3ccc(F)cc3)c2c1	-1%	43%	67%	1.5%	-8%
CC(SC(C)C(=O)NN=Cc1cccc(Cl)c1)C(=O)NN=Cc1cccc(Cl)c1 (stereo not given)	-4%	x	x	1.1%	x
Cc1ccc(N(CC(=O)NCc2ccc3c(c2)OCO3)C(=O)c2csnn2)cc1	5%	-4%	1%	i	-10%
Cc1cccc(-n2ncc3c(NC4CCCCC4)ncnc32)c1	-6%	x	8%	6.0%	7%

An excerpt from above in order of number of heavy atoms, descending.
SMILES	influenza NS1A	M. tuberculosis	M. tuberculosis HTS	VEEV TC-83 Vero	PhoP GFP inhibition	others
CC(SC(C)C(=O)NN=Cc1cccc(Cl)c1)C(=O)NN=Cc1cccc(Cl)c1 (stereo not given)	-4%	x	x	1.1%	x
CCSc1nc(-c2ccc(OC)cc2)n(-c2nc3ccccc3s2)n1	-2%	13%	5%	1.6%	-13%
Cc1cccc(-n2ncc3c(NC4CCCCC4)ncnc32)c1	-6%	x	8%	6.0%	7%
O=Cc1ccc2noc(-c3ccc(F)cc3)c2c1	-1%	43%	67%	1.5%	-8%
Cc1ccsc1/C=N/N1CCOCC1	5%	4%	12%	0.1%	5%

New compounds follow:
SMILES	influenza NS1A	M. tuberculosis	M. tuberculosis HTS	VEEV TC-83 Vero	PhoP GFP inhibition	others
O=C(CN1CCCCC1)N=Nc1c(O)[nH]c2ccccc12	-9%	6%	4%	0.8%	2%
Cc1cnc(C(=O)Nc2nnc(C(C)C)s2)cn1	6%	u	56%	7.0%	-10%
COc1ccccc1/C=C/C=N/NC(=O)c1cnccn1	-5%	x	-6%	0.2%	8%
COc1ccc(-n2nc(C(=O)NCC3CCCO3)c3ccccc3c2=O)cc1 (stereo not given)	-2%	30%	11%	0.9%	4%
C/C(CC(=O)Nc1ccc(OCc2ccccc2)cc1)=N\NC(=O)C(=O)Nc1ccccc1C	-18%	22%	37%	2.5%	6%
CC(C)C(=O)N=C1SC2CS(=O)(=O)CC2N1Cc1ccccc1 (stereo not given)	11%	6%	-6%	i	1%
CC(C)C[C@H](NC(=O)c1nc[nH]c1C(=O)N[C@@H](CCCCNC(=O)OC(C)(C)C)C(=O)OC(C)(C)C)C(=O)OC(C)(C)C	7%	6%	0%	1.7%	12%
N#Cc1ccc(NC(=O)COC(=O)CCNS(=O)(=O)c2ccccc2)cc1	-2%	22%	2%	2.2%	-2%
O=C(NCCCn1ccnc1)c1ccccc1Cl	-1%	-8%	1%	0.8%	-3%
Cc1ccc(C(C(=O)NC2CCCC2)N(Cc2cccs2)C(=O)c2csnn2)o1 (stereo not given)	5%	7%	-5%	6.3%	-4%
CC(=O)Nc1cccc(-n2nnc(SCC(N)=O)n2)c1	-1%	-11%	-8%	2.3%	10%
O=C(O)C1Cc2ccccc2CN1C(=O)COc1ccc(Cl)cc1 (stereo not given)	0%	20%	-9%	2.1%	2%
CCCCCc1cc(=O)oc2c(C(CCN3CCCC(C)C3)c3ccc(OC)cc3)c(OC)cc(OC)c12 (stereo not given)	8%	u	u	i	-11%
O=C1C=C(c2cc(Cl)cc(Cl)c2)C[C@@H](c2ccc(F)cc2)C1	-13%	23%	9%	0.0%	x
O=C(c1ccncc1)N1CCN(c2ccc(F)cc2)CC1	-12%	8%	7%	1.2%	3%
CCCc1nnc(SCC(=O)Nc2ccc(OC)cc2)n1N	9%	0%	-5%	1.6%	-14%
CC(C)(C)c1ccc(/C=C(\C#N)C(=O)NCCN2CCOCC2)cc1	2%	3%	-1%	0.4%	8%
CC[C@]12c3[nH]c4ccc(OC)cc4c3CCN1C(=O)C(CC(=O)NCCCOC)C[C@@H]2C(=O)N1CCN(C(=O)C2CC2)CC1 (stereo not given in full)	-4%	x	x	0.3%	x
O=C(c1ccc(Cl)c(S(=O)(=O)N2CCOCC2)c1)N1CCCC1	-3%	-24%	-2%	0.2%	9%
CCCCc1c(C)[nH]c2nc3ccccc3n2c1=O	15%	23%	0%	0.3%	3%
O=C(CCN1C(=O)c2ccccc2C1=O)N1CCN(C2c3ccccc3-c3ccccc32)CC1	-14%	9%	1%	i	3%
O=C(CNS(=O)(=O)c1cccc(Br)c1)NCCCc1ccccc1	-4%	41%	7%	1.8%	-9%
O=C(Cc1ccccc1)Nc1nc2ccccc2[nH]1	-5%	24%	11%	0.4%	-12%
CC1CCCCC1NC(=O)CN1C(=O)NC(C)(c2ccc(OC(F)F)cc2)C1=O (stereo not given)	-7%	x	-8%	i	-3%
N#Cc1c(NC(=O)CCCN2C(=O)c3ccccc3C2=O)oc(-c2ccccc2)c1-c1ccccc1	10%	3%	-5%	1.1%	6%
COc1cc2[nH]c(=S)nc(NCCc3ccc(S(N)(=O)=O)cc3)c2cc1OC	-4%	-16%	3%	0.7%	1%
COc1cccc(/C=N/n2c(N)c(S(=O)(=O)c3cccs3)c3nc4ccccc4nc32)c1	0%	3%	3%	3.0%	-11%
O=C(N/N=C/c1ccc(OC(F)F)cc1)c1ccc(CSc2nc3ccccc3[nH]2)cc1	-4%	15%	4%	2.1%	-6%
CCOC(=O)c1c(NC(=O)CN2C(=O)CN(C)C2=O)sc(C)c1C	8%	-5%	0%	2.2%	-2%
COCCCN=CC1=C(O)CC(C)(C)CC1=O	6%	-1%	-3%	0.5%	-3%
COC(=O)C1N[C@@H]([C@@H](NC(=O)COc2ccccc2)C(=O)NC2CC2)SC1(C)C (stereo not given in full)	7%	-15%	0%	4.2%	-12%
CCCOc1ccc(C(=O)C(CN2CCOCC2)c2ccccc2)cc1 (stereo not given)	-1%	u	u	1.0%	-8%
C=CCn1c(SCc2ccc(Cl)cc2)nc2cc(C(=O)N3CCC(C(N)=O)CC3)ccc2c1=O	10%	-3%	7%	4.2%	-11%
O=C(CCC(=O)c1cccs1)NCc1cccc(Cl)c1	-1%	-12%	-1%	0.6%	-1%
CC(C)(C)OC(=O)N[C@@H](Cc1ccccc1)C(=O)N[C@@H](CO)[C@H](O)[C@@H]1C[C@@H]1C(=O)N1CCCC1	0%	-5%	-3%	0.2%	1%	VEEV TC-83 Vero 10K pilot screen=2.4
CCC(=O)Nc1sc(C(=O)Nc2ccccc2F)c(C)c1C(=O)OC	5%	-11%	10%	1.2%	2%
COc1cccc(C(=O)OCC(=O)NCCCc2ccccc2)c1	20%	36%	5%	i	-13%
CNc1ncnc2c1ncn2[C@@H]1O[C@H](CO)[C@@H](O)[C@H]1O	0%	u	2.7µM*	i	1%
Nc1nc(SCC(=O)N2CCCCCC2)[nH]c(=O)c1NC(=O)c1ccco1	-1%	-38%	-3%	0.4%	10%	VEEV TC-83 Vero 10K pilot screen=0.3
CCOC(=O)c1sc(NC(=O)C(C)Sc2nc(N)cc(=O)[nH]2)nc1C (stereo not given)	1%	-8%	1%	i	12%
COC(=O)c1cccc(NC(=S)Nc2cccc(Cl)c2C)c1	21%	75%	5%	1.4%	5%
CN(C)S(=O)(=O)c1cc(NC(=O)COC(=O)Cc2ccc(Cl)cc2Cl)ccc1Cl	1%	18%	2%	0.5%	-1%
Cc1nn(-c2ccc(F)cc2F)c(=O)c2noc(C)c12	-3%	-8%	-11%	0.7%	-22%
Cc1c(O)ccc2c(CN(C)Cc3ccccc3)cc(=O)oc12	-6%	17%	6%	6.9%	-1%
Fc1ccc(-n2c(=S)[nH]c3cccnc32)cc1	-4%	-17%	-8%	0.9%	-7%
COc1ccc(/C=C/C(=O)Nc2cc(S(=O)(=O)N3CCOCC3)ccc2OC)cc1	-13%	11%	2%	4.7%	x
CC(=O)Nc1ccc(NC(=O)CSc2nc3nc(-c4cccs4)cc(C(F)(F)F)c3c(=O)[nH]2)cc1	9%	1%	9%	6.2%	-3%
Cc1cc(=O)[nH]c(SCCc2ccccc2)n1	-5%	10%	11%	1.1%	7%
Cc1cc2ccccn2c1C(=O)c1ccccc1F	5%	32%	7%	0.2%	0%
COc1ccc(/C=C/C(=O)N(C)C2CCCCC2)cc1Br	-3%	79%	68%	3.9%	-2%
The results go on:
SMILES	influenza NS1A	M. tuberculosis	M. tuberculosis HTS	VEEV TC-83 Vero	PhoP GFP inhibition	others
C=CCNC(=O)C12CCC(C)(C(=O)[C@H]1Br)C2(C)C (stereo not given in full)	-6%	-4%	-18%	i	0%
COC(=O)C1=C(C)NC(=O)/C1=C\c1cc(C)n(-c2cc(C)cc(C)c2)c1C	11%	25%	36%	7.0%	-2%
O=C(c1ccc(Cl)nc1)N1CCN(C/C=C/c2ccccc2)CC1	0%	11%	6%	1.9%	-14%
O=C(Nc1nnc(C2=COCCO2)o1)c1cccc(Br)c1	-3%	u	u	4.2%	-4%
Nc1nonc1-n1nnc(C(=O)N/N=C/c2ccccc2Cl)c1CSc1ccccc1	x	-19%	-3%	2.5%	12%
CN(C)S(=O)(=O)c1ccc(NC(=O)c2cc(-c3cccs3)nc3ccccc23)cc1	0%	-16%	2%	12%	-5%	VEEV TC-83 Vero 10K pilot screen=6.4

Molecules listed so far that have a nitro group on carbon, in the order listed:
SMILES	influenza NS1A	M. tuberculosis	M. tuberculosis HTS	VEEV TC-83 Vero	PhoP GFP inhibition	others
Cc1ccccc1Nc1nc(-c2sc(NC(=O)c3ccc([N+](=O)[O-])cc3)nc2C)cs1	x	41%	70%	x	-1%
O=C(O)c1c(N2CCCCC2)ccc([N+](=O)[O-])c1N1CCCCC1	7%	4%	-5%	1.6%	0%
